# C diff HTS: C. difficile growth inhibition. Clostridium difficile clinical isolate growth, OD600, 24 h; hits give low values. growth activity, negative = inhibition, % at 16 µg/mL (by protocol). 0.25% of 86,000 active;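 active means mean growth activity at or below -80% and every replicate also at or below -80%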;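 further: 0% = DMSO wells and -100% = levofloxacin 16 µg/mL wells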
# Pf Dd2 inh: P. falciparum Dd2 growth inhibition | activity change, % at 10 µM | 2.3% of 94,000 active | SYBR Green, 72 h; hits give low values | AID 1159554; in the data active means activity change below about -80%
# T cruzi growth: T. cruzi proliferation inhibition; AID 624255; inhibition, % at 8.34 µM; 5.9% of 77,000 active; T. cruzi beta-gal in NIH3T3, GalScreen luminescence, 90 h;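 active means mean inhibition above about 93%, with at least 55% of replicates each passing it, limit read from the data, passing the limit was not always enough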
# GASC1 inh: blocks human GASC-1 (KDM4C) demethylase activity; Q9H3R0; GST-KDM4C 2-372, H3K9me3 peptide, LANCE TR-FRET; inhibition, % at 12.5 µM; 0.15% of 96,000 active; AID 720574;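 active means mean replicate inhibition above about 25%, with at least 55% of replicates also reaching it, limit read from the data, passing the limit was not always enough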
# Target sequence (Q9H3R0 2-372 limits assumed): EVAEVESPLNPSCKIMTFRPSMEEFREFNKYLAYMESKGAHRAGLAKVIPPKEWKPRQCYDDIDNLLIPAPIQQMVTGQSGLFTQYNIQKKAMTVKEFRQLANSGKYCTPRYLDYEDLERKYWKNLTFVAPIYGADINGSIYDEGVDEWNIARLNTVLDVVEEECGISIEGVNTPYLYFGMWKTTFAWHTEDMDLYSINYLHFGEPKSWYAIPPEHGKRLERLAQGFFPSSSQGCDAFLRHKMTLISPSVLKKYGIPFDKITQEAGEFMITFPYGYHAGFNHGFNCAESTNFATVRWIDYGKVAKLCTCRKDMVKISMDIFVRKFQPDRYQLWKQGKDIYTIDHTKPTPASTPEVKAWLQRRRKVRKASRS
#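 reagent = H3K9me3 peptide substrate, Fe(II), 2-oxoglutarate | system = GST-tagged GASC-1 (JMJD2C) catalytic fragment, aa 2-372 | amount = enzyme final amount 10 nM | read-out = Fall in 671/618 emission ratio as inhibition | medium = HEPES buffer, pH 7.5, plus ascorbate | schedule = 30 min reaction, 60 min detection, RT | measured by = LANCE TR-FRET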
# * marks the source's active call; other numbers are inactive results; . = not tested or not shown; & = joins results of further samples.
# Values in the order – C diff HTS	Pf Dd2 inh	T cruzi growth	GASC1 inh
C[C@H]1CN([C@@H](C)CO)C(=O)c2cc(NC(=O)Nc3cccc4ccccc34)ccc2O[C@@H]1CN(C)S(=O)(=O)c1ccc(F)cc1
    -2	-7	14	-2.4
COCC(=O)Nc1ccc2c(c1)C(=O)N(C)C[C@H](OC)[C@H](C)CN(Cc1ccccc1)[C@H](C)CO2
    .	-5	-30	0.0
Cc1ccc(S(=O)(=O)Nc2ccc3c(c2)C(=O)N([C@H](C)CO)C[C@H](C)[C@@H](CN(C)S(=O)(=O)c2ccc(Cl)cc2)OCCCC[C@@H](C)O3)cc1
    -3	-45	108*	0.2
COc1ccc(CN2C[C@@H](C)[C@@H](OC)CN(C)C(=O)c3cc(NC(=O)c4nc5ccccc5s4)ccc3OC[C@H]2C)cc1
    .	-79	.	-0.2
C[C@H]1CN([C@@H](C)CO)C(=O)c2cccc(NS(=O)(=O)c3cn(C)cn3)c2O[C@H]1CN(C)C(=O)Nc1ccc2c(c1)OCO2
    .	-65	-234	0.9
CC(C)NC(=O)N(C)C[C@H]1Oc2c(NC(=O)C3CCOCC3)cccc2C(=O)N([C@H](C)CO)C[C@@H]1C
    -4	28	25	0.8
C[C@H](CO)N1C[C@H](C)[C@H](CN(C)S(=O)(=O)c2ccc(F)cc2)OCCCC[C@H](C)Oc2ccc(NS(=O)(=O)c3ccc(Cl)cc3)cc2C1=O
    7	-56	98*	-4.2
C[C@@H]1CCCCO[C@H](CN(C)C)[C@@H](C)CN([C@H](C)CO)C(=O)c2cc(NC(=O)Nc3ccc(C(F)(F)F)cc3)ccc2O1
    14	31	29	-0.2
CC(C)CC#Cc1ccc([C@H]2[C@@H](CO)N3C(=O)CN(C(=O)Nc4cc(F)ccc4F)C[C@@H]23)cc1
    3	-51	.	-0.2
CCC(=O)N1CC[C@@H]2[C@H]1c1cc(-c3cccc(F)c3)ccc1N(C)[C@H]2CO
    -9	-2	62	1.0
COc1ccc(CN(C)C[C@@H]2OCCCC[C@@H](C)Oc3ccc(NC(=O)Nc4cccc5ccccc45)cc3C(=O)N([C@@H](C)CO)C[C@H]2C)cc1
    -46	-59	79	14
CCC(=O)N1CC2(CCN(Cc3ccc(Cl)cc3)CC2)c2c([nH]c3cc(OC)ccc23)[C@H]1CO
    7	5	.	-1.4
C[C@H](CO)N1C[C@H](C)[C@@H](CN(C)C(=O)NC2CCCCC2)Oc2c(NC(=O)Nc3ccccc3)cccc2C1=O
    1	12	48	1.4
C[C@@H]1CN([C@@H](C)CO)C(=O)c2cc(NC(=O)CCCN(C)C)ccc2O[C@@H](C)CCCCO[C@H]1CN(C)S(=O)(=O)c1ccccc1
    -2	-55	-3	22
Cc1ccccc1S(=O)(=O)N1CC[C@H]2[C@@H](CO)N(C)c3ccc(Br)cc3[C@H]21
    -6	-58	69	-0.7

# Copied from the results shown, 3 compounds:
# Values in the order – C diff HTS	Pf Dd2 inh	T cruzi growth	GASC1 inh
C[C@H]1CN([C@@H](C)CO)C(=O)c2cc(NC(=O)Nc3cccc4ccccc34)ccc2O[C@@H]1CN(C)S(=O)(=O)c1ccc(F)cc1
    -2	-7	14	-2.4
COCC(=O)Nc1ccc2c(c1)C(=O)N(C)C[C@H](OC)[C@H](C)CN(Cc1ccccc1)[C@H](C)CO2
    .	-5	-30	0.0
Cc1ccc(S(=O)(=O)Nc2ccc3c(c2)C(=O)N([C@H](C)CO)C[C@H](C)[C@@H](CN(C)S(=O)(=O)c2ccc(Cl)cc2)OCCCC[C@@H](C)O3)cc1
    -3	-45	108*	0.2

# Other results follow.
# Values in the order – C diff HTS	Pf Dd2 inh	T cruzi growth	GASC1 inh
COc1cccc(S(=O)(=O)N(C)C[C@H]2Oc3ncc(-c4cccc(C(=O)N(C)C)c4)cc3C(=O)N([C@@H](C)CO)C[C@H]2C)c1
    -5	-21	18	-3.2
O=C(Cc1cccnc1)N1CC(=O)N2[C@@H](CO)[C@H](c3ccc(C#CC4CC4)cc3)[C@@H]2C1
    -9	-7	.	1.5
C[C@H](NC(=O)C[C@@H]1CC[C@H]2[C@@H](COC[C@@H](O)CN2Cc2ccc(C(F)(F)F)cc2)O1)c1ccccc1
    -19&-29	-4	26	-0.6
C[C@@H]1CN([C@@H](C)CO)C(=O)c2cc(NC(=O)CCCCCC(=O)Nc3ccccc3N)ccc2O[C@H]1CN(C)Cc1ccc2c(c1)OCO2
    3	-61	.	0.3
COc1cccc(-c2cnc3c(c2)C(=O)N([C@H](C)CO)C[C@H](C)[C@H](CN(C)Cc2cccc(C)c2)O3)c1
    2	-12	96*	-2.5
COc1ccc(S(=O)(=O)Nc2ccc3c(c2)C(=O)N([C@@H](C)CO)C[C@H](C)[C@@H](CN(C)C(=O)Cc2ccccc2)OCCCC[C@@H](C)O3)cc1
    -2	-69	87	0.2
O=C(NC1CCCCC1)N[C@@H]1C=C[C@H](CC(=O)N2CCOCC2)O[C@H]1CO
    -4	-2	29	4.4
CN(C)c1ccc2c(c1)[C@@H]1C[C@H](CC(=O)NCC3CC3)O[C@@H](CO)[C@@H]1O2
    5	5	31	17
CC(C)NC(=O)N(C)C[C@H]1Oc2ncc(C#CC3(O)CCCC3)cc2C(=O)N([C@H](C)CO)C[C@@H]1C
    -2	30	-4	-1.8
Cc1ccc(-c2ccc3c(c2)O[C@H](CN(C)Cc2ccc(C(=O)O)cc2)[C@@H](C)CN([C@H](C)CO)S3(=O)=O)cc1
    -4	-30	61	-0.9
COc1ccc2c3c(n(C)c2c1)[C@@H](CO)N(C(C)=O)CC31CCN(C(=O)C2CCOCC2)CC1
    2	6	.	-0.3
O=C(C1CC1)N1CC(=O)N2[C@H](CO)[C@H](c3ccc(C#CCc4ccccc4)cc3)[C@H]2C1
    -29	-76	.	-0.9
O=C(Nc1ccccc1F)N[C@H]1CC[C@@H](CCNS(=O)(=O)c2ccc(F)cc2)O[C@@H]1CO
    -2	.	.	2.3
CO[C@@H]1CN(C)C(=O)c2cc(NC(=O)C3CCC3)ccc2OC[C@@H](C)NC[C@@H]1C
    .	.	50	-0.2
COCC(=O)N1C[C@H]2[C@@H](c3ccccc31)[C@@H](CO)N2C(=O)C1CCOCC1
    -9	7	15	0.4

# Values in the order – C diff HTS	Pf Dd2 inh	T cruzi growth	GASC1 inh
CCCNC(=O)[C@@H]1[C@@H](CO)[C@@H]2Cn3c(ccc(-c4cccc(OC)c4)c3=O)[C@@H]2N1Cc1nccs1
    0	1	.	3.6
CO[C@@H]1CN(C)C(=O)c2ccc(NC(=O)C3CC3)cc2OC[C@H](C)N(CCC(F)(F)F)C[C@@H]1C
    .	.	42	-1.2
O=C(C[C@@H]1CC[C@@H]2[C@H](COC[C@H](O)CN2C(=O)Nc2cc(Cl)cc(Cl)c2)O1)NCC1CC1
    24&-3	-3	.	0.0
CN1c2ccc(-c3cccc(F)c3)cc2[C@H]2[C@H](CCN2C(=O)C2CCC2)[C@@H]1CO
    3	-46	.	-1.1
C[C@@H]1CN([C@@H](C)CO)C(=O)c2cccc(NC(=O)Nc3ccc4c(c3)OCO4)c2O[C@H]1CN(C)Cc1ccc(C(=O)O)cc1
    4	16	.	3.4
CN1C[C@H](O)COC[C@H]2O[C@@H](CC(=O)N3CCN(c4ccccc4)CC3)CC[C@@H]21
    -5&-6	-11	41	0.0
COc1ccc(NC(=O)Nc2ccc3c(c2)C(=O)N([C@@H](C)CO)C[C@@H](C)[C@H](CN(C)S(=O)(=O)c2ccc(Cl)cc2)O3)cc1
    -6	6	-106	0.9
CNC(=O)C[C@@H]1CC[C@H]2[C@@H](COc3ccc(NC(=O)c4cc(F)cc(F)c4)cc3C(=O)N2C)O1
    3	8	2	0.6
COc1cccc(NC(=O)N[C@H]2CC[C@@H](CC(=O)N3CCOCC3)O[C@@H]2CO)c1
    5	8	-42	0.2
C[C@H]1CN([C@@H](C)CO)C(=O)Cc2cc(NS(C)(=O)=O)ccc2O[C@H]1CN(C)C(=O)Nc1cccc2ccccc12
    -2	-12	-14	0.2
CCC(=O)Nc1ccc2c(c1)C(=O)N(C)C[C@@H](OC)[C@@H](C)CN(C(=O)c1ccncc1)[C@@H](C)CO2
    .	24	1	1.7
O=C([C@@H]1[C@@H](CO)[C@@H]2Cn3c(ccc(-c4ccncc4)c3=O)[C@H]1N2CCC(F)(F)F)N1CCCCC1
    4	.	-52	-0.8
C[C@@H]1CN([C@H](C)CO)C(=O)CCCn2nncc2CO[C@@H]1CN(C)C(=O)Nc1ccc2c(c1)OCCO2
    8	-13	23	4.7
CN(C)CCCNC(=O)C[C@@H]1CC[C@@H]2[C@H](COC[C@@H](O)CN2S(=O)(=O)c2ccc(F)cc2)O1
    .	2	-10	2.5
C[C@H]1CN([C@@H](C)CO)C(=O)c2cccc(NS(=O)(=O)c3ccccc3)c2O[C@H]1CN(C)C(=O)Nc1ccc(C(F)(F)F)cc1
    7	-15	24	0.8

# Among those listed so far, 2 contain a COOH group.
# Values in the order – C diff HTS	Pf Dd2 inh	T cruzi growth	GASC1 inh
Cc1ccc(-c2ccc3c(c2)O[C@H](CN(C)Cc2ccc(C(=O)O)cc2)[C@@H](C)CN([C@H](C)CO)S3(=O)=O)cc1
    -4	-30	61	-0.9
C[C@@H]1CN([C@@H](C)CO)C(=O)c2cccc(NC(=O)Nc3ccc4c(c3)OCO4)c2O[C@H]1CN(C)Cc1ccc(C(=O)O)cc1
    4	16	.	3.4

# Going on with the list.
Structure | C diff HTS | Pf Dd2 inh | T cruzi growth | GASC1 inh
Cc1noc(C)c1S(=O)(=O)Nc1ccc2c(c1)C(=O)N([C@H](C)CO)C[C@@H](C)[C@@H](CN(C)Cc1ccc(C(=O)O)cc1)OCCCC[C@@H](C)O2 | -3 | -64 | 16 | 1.1
O=C(C[C@H]1CC[C@H]2[C@@H](COC[C@H](O)CN2C(=O)Nc2ccccc2)O1)NC1Cc2ccccc2C1 | . | -46 | 53 | -1.2
CC(=O)N1[C@H](C(=O)NC2CCC2)[C@@H](CO)[C@@H]2Cn3c(ccc(C4=CCCC4)c3=O)[C@@H]21 | 3 | 27 | . | 1.0
O=C(CN1CCOCC1)N[C@@H]1CC[C@@H](CCn2cc(C3CCCC3)nn2)O[C@@H]1CO | 3 | 0 | . | 1.2
CO[C@H](CN(C)Cc1cc(F)ccc1F)[C@H](C)CN([C@H](C)CO)S(=O)(=O)c1ccc(Cl)cc1 | . | -17 | 3 | 2.9
CO[C@H]1CN(C)C(=O)c2cccc(C#N)c2OCC[C@H]2CC[C@@H](OC)[C@H](CN(C)C(=O)[C@H]1C)O2 | 9 | . | 21 | -1.2
COCC(=O)N1C[C@H](C)[C@@H](OC)CN(C)C(=O)c2ccc(NC(=O)c3ccc(F)cc3)cc2OC[C@@H]1C | -12 | -10 | . | 0.1
CO[C@H]1CN(C)C(=O)c2cc(NC(=O)c3cc(C)on3)ccc2OC[C@H](C)N(C)C[C@H]1C | . | 0 | -55 | -0.7
Cc1ccc(S(=O)(=O)Nc2ccc3c(c2)CC(=O)N([C@@H](C)CO)C[C@H](C)[C@H](CN(C)Cc2ccncc2)O3)cc1 | 0 | -33 | 26 | 4.8
N#C[C@@H]1[C@H](c2ccccc2C2=CCCC2)[C@@H](CO)N1C(=O)Cc1ccncc1 | -3 | -8 | . | 12
COc1ccc(NC(=O)Nc2ccc3c(c2)C(=O)N([C@H](C)CO)C[C@@H](C)[C@H](CN(C)C(=O)NC2CCCCC2)OCCCC[C@H](C)O3)cc1 | 6 | -54 | 113 | -2.0
CN(C)C(=O)c1cccc(-c2ccc3c(c2)[C@H]2[C@H](CCN2C(=O)c2ccc4c(c2)OCO4)[C@H](CO)N3)c1 | 1 | -14 | 64 | 0.5
CCCNC(=O)N1[C@@H](C#N)[C@@H](c2ccc(-c3cccnc3)cc2)[C@@H]1CO | -1 | 14 | -12 | 12
CN1C(=O)c2cc(NS(=O)(=O)c3ccc(F)cc3)ccc2OC[C@@H]2O[C@@H](CC(=O)O)CC[C@@H]21 | 4 | 1 | 60 | 2.7
O=C(O)C[C@@H]1C[C@H]2c3cc(NC(=O)C4CCC4)ccc3O[C@H]2[C@@H](CO)O1 | -8 | 0 | . | 0.6
COc1ccccc1NC(=O)N[C@@H]1CC[C@@H](CCNS(=O)(=O)c2ccccc2)O[C@H]1CO | . | 4 | -65 | 13
C[C@@H]1CN([C@H](C)CO)S(=O)(=O)c2ccc(Br)cc2O[C@@H]1CN(C)Cc1cccnc1 | 3 | 12 | . | 0.6
CC(C)NC(=O)Nc1ccc2c(c1)C(=O)N([C@H](C)CO)C[C@H](C)[C@H](CN(C)S(=O)(=O)c1ccc(F)cc1)OCCCC[C@H](C)O2 | -11 | . | -59 | -1.0
COC(=O)C[C@H]1C[C@H]2c3cc(NS(=O)(=O)c4ccc(OC)cc4)ccc3O[C@H]2[C@H](CO)O1 | 5 | 2 | . | .
COc1ccc(C#Cc2cnc3c(c2)C(=O)N([C@@H](C)CO)C[C@@H](C)[C@@H](CN(C)C)O3)cc1 | -7 | -58 | 74 | -1.5
CNC(=O)C[C@H]1CC[C@H]2[C@@H](COC[C@H](O)CN2Cc2ccc(C(F)(F)F)cc2)O1 | 6&0 | 3 | . | 2.0
C[C@H](CO)N1C[C@H](C)[C@H](CN(C)C(=O)CCCN(C)C)OCCCC[C@H](C)Oc2ccc(NC(=O)Cc3ccccc3)cc2C1=O | 11 | 32 | 48 | 0.6

# Screening data deposited in PubChem by Broad Institute.

# Rows are unselected; 6.7% or so of the library scored in one or more.
